Source: PubChem
PAX8 reporter – inhibitors of PAX8 transcriptional activity in RMG-I cells; RMG-I TPO-luciferase reporter, SteadyGlo, 24 h; inhibition, % at 12.6 µM; 1.2% of 360,000 active; AID 652154;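 active = mean replicate inhibition at least 60% with every replicate also reaching 60%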;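 also: luciferase light reporting Pax8 driven TPO promoter activity; plate controls were median of neutral control wells for no effect and mitoxantrone controls for full effect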
PGC1a acetyl inh – modulators of PGC1a acetylation. U2OS PGC1a acetylation, AlphaScreen anti-acetyl-lysine; with virally co-expressed GCN5 acetyltransferase. inhibition, % at 15.6 µM. 0.17% of 350,000 active;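 active = every replicate shows inhibition of at least 40%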;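 also: 0% = neutral control wells and 100% = positive control wells; some results beyond the cut were filed as inactive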
Cneo AK release – Cryptococcus neoformans lysis via adenylate kinase release; 0.2% of 360,000 active; AID 651654; C. neoformans lysis, adenylate kinase release luminescence, 4 h; normalised: neutral wells 0, clomiphene wells 100; lysis activity, % at 15 µM;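 active = mean lysis activity across replicates of at least 80%, whatever share of replicates individually reach that level; inactive = mean lysis activity below 80%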
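Material – Cryptococcus neoformans yeast cells · Quantity – 5 × 10^6 yeast cells/mL · Buffer or medium – YPD medium · Compound – single dose · Timing – 4 h static compound exposure, 37 °C, read 1 h post-reagent · Signal – adenylate kinase release luminescence · Read-out basis – lysis from increased AK signal · Benchmarks – Clomiphene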
CASP6 VEID inh – caspase-6 (human) enzyme inhibition; P55212; purified caspase-6, Z-VEID-R110 cleavage fluorescence; 0.53% of 350,000 active; inhibition, % at 12.5 µM;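 active = mean inhibition across replicates at least about 35%, with every replicate also reaching that limit, limit read from the data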;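 also: 0% = median of neutral control wells and 100% = no fluorescence left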
Target sequence (P55212 24-179 limits assumed): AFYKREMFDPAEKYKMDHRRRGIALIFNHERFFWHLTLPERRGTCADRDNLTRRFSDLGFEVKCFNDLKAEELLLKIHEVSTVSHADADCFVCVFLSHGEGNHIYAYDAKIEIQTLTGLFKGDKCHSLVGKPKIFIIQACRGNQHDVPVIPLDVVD
Target sequence (P55212 194-293 limits assumed): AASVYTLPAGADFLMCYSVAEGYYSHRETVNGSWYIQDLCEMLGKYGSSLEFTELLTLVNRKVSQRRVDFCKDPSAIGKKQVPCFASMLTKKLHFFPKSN
LGR2 inh – blocks bursicon-induced cAMP signaling via Drosophila LGR2 | HEK293 LGR2, CRE-luciferase, bursicon-stimulated, 4 h | inhibition, % at 9.99 µM | 0.35% of 380,000 active;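 active = drop in luminescence signal, shown as inhibition above about 50% in the replicate tests, limit read from the data, passing the limit was not always enough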;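 also: agonist challenge used bursicon conditioned medium at about half maximal strength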
FN deposition inh – fibronectin deposition inhibition | AH1F fibroblasts, Alexa488-fibronectin deposition fluorescence, overnight | inhibition, % at 12.6 µM | 0.086% of 350,000 active;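 active = mean inhibition across replicates of 30% or more, regardless of how many single replicates reach that level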;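 also: positive control wells lacked labelled fibronectin entirely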
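Material – AH1F fibroblast monolayer, labelled fibronectin deposition · Reagent – labelled fibronectin 24 nM · Timing – 1 h adhesion, overnight exposure · Measured by – fluorescence at 485 nm excitation, 525 nm emission · Read-out – inhibition of fibronectin deposition signal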
miR122 inh – inhibitors of miR-122 in Huh7 cells; Huh7 miR-122 Renilla luciferase sensor, 48 h; neutral wells = 0, positive control = 100; activation (reporter increase), % at 12.5 µM; 0.3% of 340,000 active; AID 602342;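 active = mean replicate activation score at least 90 and every replicate individually at or above 90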;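 also: higher luciferase means less miR-122 activity so hits act as miR-122 inhibitors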
EWS-Fli block – inhibitors of EWS/Fli oncoprotein transcriptional activity; A673 NR0B1-luciferase reporter, viability-normalised; inhibition, % at 12.6 µM; 0.67% of 350,000 active; AID 651661;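 active = mean inhibition of at least 50% after viability correction, with every replicate also passing that limit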;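 also: firefly luciferase signal divided by Alamar Blue viability fluorescence both relative to DMSO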
Numbers without * were called inactive; . = no result given; [ ] = remark or other dose.

SMILES	PAX8 reporter	PGC1a acetyl inh	Cneo AK release	CASP6 VEID inh	LGR2 inh	FN deposition inh	miR122 inh	EWS-Fli block
CCC1(CC)C(=O)C2=C3C1[C@H](C(=O)OC)C=C(C(=O)OC)C[C@H]3n1c(=O)n(-c3ccccc3)c(=O)n1[C@H]2C (stereo partly specified)	4	.	-1	3	.	1	.	3
NS(=O)(=O)c1ccccc1	-5	-1	.	0	1	-11	.	-1
C[C@H](CO)N1C[C@H](C)[C@H](CN(C)Cc2ccncc2)Oc2c(NC(=O)Nc3ccc(C(F)(F)F)cc3)cccc2C1=O	-10	0	-3	1	8	.	16[16.7 µM]	-4
COc1ccc(NC(=O)CN(C)CC(=O)Nc2ccccc2SC)cc1Cl	-10	.	.	-2	-3	-13	1	-16
CCOC(=O)c1ccc(NC(=O)c2cc(F)c(F)cc2Cl)cc1	-34	4	-2	2	-60	2	-7	-20
CC(C)(C)N1C(=O)c2ccc(C(=O)NCc3ccco3)cc2C1=O	-10	4	2	.	.	-3	3	.
O=C1CC(N2CCN(c3ccccc3)CC2)C(=O)N1Cc1ccc(Cl)cc1 (stereo unspecified)	16	7	0	2	-36	-7	5	8
O=C(C[n+]1cc(-c2ccccc2)n2c1CCCCC2)c1ccc(Br)cc1	9	5	.	0	-19	.	.	11
COC(=O)COc1c(Cl)cc(Cl)c2ccc(C)nc12	6	3	-1	0	-3	.	1	3
COc1cc2c(c(OC)c1OC)C(c1ccc(C)cc1)CC(=O)O2 (stereo unspecified)	-33	-19	3	-1	4	2	-6	-6
CNS(=O)(=O)c1cccc(C(=O)OCCCOC(=O)c2cccc(S(=O)(=O)NC)c2)c1	18	.	-2	1	-3	-4	-4	-6
CN(C)C(=O)c1cccc(-c2ccc([C@H]3[C@H]4CN(S(C)(=O)=O)CCCCN4[C@H]3CO)cc2)c1	4	-2	-3	-2	-4	.	4[16.7 µM]	-4
COc1ccc(OC)c(N/C(C)=C/C(=O)c2ccc(C)o2)c1	-4	1	-3	1	-2	-7	-2	.
O=C(NCc1ccc(OC(F)(F)F)cc1)C12CN(Cc3ccccc3)CC1C(c1cccc([N+](=O)[O-])c1)=NO2 (stereo unspecified)	1	9	2	-2	0	12	0	-3
COc1cc(OC)cc(-c2cc3ccccc3c(=O)o2)c1	-90	9	2	-1	-60	-3	-4	-56
Cc1ccc(S(=O)(=O)Nc2cc(C)c(O)c(S(=O)(=O)c3ccc(C)cc3)c2)cc1	22	-13	.	3	17	1	140*	.
O=C(C[C@@H]1CC[C@H](NC(=O)C2CC2)[C@H](CO)O1)NCc1ccccc1Cl	8	-2	-1	1	8	-5	.	-5
CC(=O)c1ccc(NC(=O)C(C)OC(=O)C2CC(=O)N(c3ccc4c(c3)OCCO4)C2)cc1 (stereo unspecified)	-13	-6	1	-2	-2	12	.	3
CCCOc1ccc(CN(C)c2ncnc(N)n2)cc1	-19	8	-2	-3	-8	-8	0	-17
COc1ccccc1NC(=O)CSc1nnc(-c2ccoc2C)o1	-162	0	-1	3	-22	-1	-5	-62
CNC[C@H]1Oc2ccc(NC(=O)c3ccncc3)cc2CC(=O)N([C@@H](C)CO)C[C@H]1C	-17	-5	0	-1	-16	-3	-8[16.7 µM]	2
CC(C)(C)C(=O)Nc1ccc(C(=O)NCc2cccnc2)cc1	.	-17	-1	.	-25	.	0	.
C[C@@H]1CN([C@@H](C)CO)C(=O)c2cc(NC(=O)c3ccncc3)ccc2O[C@@H](C)CCCCO[C@@H]1CN(C)C(=O)CCCN(C)C	-11	7	2	.	9	-4	-10[16.7 µM]	-12
COc1ccc(-c2noc(CN(C)C(=O)c3ccoc3C)n2)cc1	-20	.	1	0	-5	-12	.	-4
COc1ccc(CN(C)C[C@@H]2Oc3ccc(NC(=O)Nc4ccc(OC)cc4)cc3CC(=O)N([C@@H](C)CO)C[C@H]2C)cc1	.	.	10	-1	18	.	-12[16.7 µM]	13
COC(=O)c1cc(=O)nc2sc(-c3cccs3)nn12	.	-1	3	.	-1	-14	-1	.
O=C(CSc1nc2ccccc2nc1N1CCOCC1)N1CCN(c2ccccc2)CC1	20	.	0	-2	-13	-1	.	2
CCCc1nn(C(=O)c2ccccc2)c2c1C(=O)CC(C)(C)C2	.	4	-4	.	.	-7	2	.
Cc1cc(=O)[nH]c(N/N=C/c2ccccc2Cl)n1	-20	4	-1	2	5	1	-5	-34
COc1ccccc1-c1nnc(SCC(=O)Nc2ccccc2)o1	.	-10	2	1	5	.	2	-33
COc1ccc(Cl)cc1NC(=O)C(C)NC(c1ccccc1)c1ccccc1 (stereo unspecified)	-8	3	.	.	3	7	1	.
O=C(C[C@@H]1CC[C@H]2[C@@H](COC[C@@H](O)CN2C(=O)Nc2ccc(C(F)(F)F)cc2)O1)NCC1CCCCC1	.	-7	0	1	1	6	-2[16.7 µM]	.
Cc1ccc(NC(=O)CCC(=O)NNC(=O)C(c2ccccc2)c2ccccc2)c(C)c1	.	-16	-3	.	-8	5	-2	.
CCc1ccc(-c2nc(CN3CCC(C(=O)N4CCN(c5ccccc5)CC4)CC3)c(C)o2)cc1	.	-14	4	.	.	7	-18	.
Cc1cc(N(C)C)c(C#N)c(NCc2ccccc2)n1	.	-26	11	.	-6	.	-4	.
O=C(Nc1ccc(N2CCCC2)c(Cl)c1)c1ccccc1F	-244	.	-5	0	-52	-9	2	-92

Filtered by structure, the entries above containing a furan ring, fused or not.
SMILES	PAX8 reporter	PGC1a acetyl inh	Cneo AK release	CASP6 VEID inh	LGR2 inh	FN deposition inh	miR122 inh	EWS-Fli block
CC(C)(C)N1C(=O)c2ccc(C(=O)NCc3ccco3)cc2C1=O	-10	4	2	.	.	-3	3	.
COc1ccc(OC)c(N/C(C)=C/C(=O)c2ccc(C)o2)c1	-4	1	-3	1	-2	-7	-2	.
COc1ccccc1NC(=O)CSc1nnc(-c2ccoc2C)o1	-162	0	-1	3	-22	-1	-5	-62
COc1ccc(-c2noc(CN(C)C(=O)c3ccoc3C)n2)cc1	-20	.	1	0	-5	-12	.	-4

(further entries)
SMILES	PAX8 reporter	PGC1a acetyl inh	Cneo AK release	CASP6 VEID inh	LGR2 inh	FN deposition inh	miR122 inh	EWS-Fli block
Cc1cc(C)cc(N(C(=O)CNC(=O)c2ccco2)C(C(=O)NC2CCCCC2)c2ccncc2)c1 (stereo unspecified)	10	2	3	0	2	2	-8	-2
CC1CCN(S(=O)(=O)c2cc(F)ccc2CN2C(=O)c3cccnc3C2=O)CC1	-18	1	-5	1	-5	-2	-2	.
C[C@H](CO)N1C[C@H](C)[C@H](CN(C)S(=O)(=O)c2cccs2)OCCCC[C@H](C)Oc2ccc(N(C)C)cc2C1=O	-20	-9	.	.	-7	.	10[16.7 µM]	-4
CO[C@H]1CN(C)C(=O)c2ccc(NS(=O)(=O)CC(F)(F)F)cc2OC[C@@H](C)N(Cc2nccs2)C[C@@H]1C	-9	-7	-2	-3	30	-4	.	-11
CN(C)C(=O)c1ccc(-c2ccc(C3[C@@H]4CN(S(=O)(=O)Cc5ccccc5)C[C@H]3N4)cc2)cc1 (stereo partly specified)	5	7	.	.	6	-7	.	1
Cc1nc(-c2ccc(Cl)cc2)sc1C1(C)CC(c2ccc([N+](=O)[O-])cc2)=NO1 (stereo unspecified)	-8	4	0	1	-42	8	-1	-14
CC(=O)C[C@H]1c2cc(F)ccc2S(=O)(=O)N1c1ccc(N(C)C)cc1	5	-13	5	4	-13	0	5	-33
CC1CCC(NC(=O)COC(=O)C2CC3CCCC(C2)C3=O)CC1 (stereo unspecified)	8	.	-1	-3	8	2	.	-4
CC(=O)c1cc2c(cc1NC(=O)CSc1nc3ccc(C)cc3[nH]1)OCO2	-12	.	3	3	-31	1	10	-53
COc1cccc(NC(=O)CN(C)C(=O)c2cc(-c3ccccc3)nn2-c2ccccc2)c1	10	3	-3	-2	-10	-3	.	3
CC(NC(=O)NC(=O)c1cccc(Cl)c1)c1ccccc1 (stereo unspecified)	-6	.	-2	-4	1	.	.	.
CCCC(=O)N1CC2(CCN(C(C)=O)CC2)c2c(n(C)c3cc(OC)ccc23)[C@H]1CO	.	4	.	1	-12	.	.	-3
C=CCn1c(N)c(C(=O)NCc2ccco2)sc1=S	.	-3	5	.	6	2	9	.
CC(OC(=O)CCc1nc2ccccc2c(=O)[nH]1)C(=O)Nc1ccc2c(c1)OCO2 (stereo unspecified)	-3	-4	-3	-1	3	5	-11	1
CCN(C(=O)CSc1ncccc1C(=O)OC(C)C)c1cccc(C)c1	.	-8	-1	.	23	4	-4	.
CCCc1ccc(O)c(N=Cc2cc(Br)cc(OCC)c2O)c1	-12	.	.	2	-13	-12	.	-35
COc1ccc(NC(=O)CNc2ccccc2N2CCCC2=O)cc1S(=O)(=O)N1CCOCC1	10	1	-6	5	0	7	-11	3
COc1ccccc1-c1ccc2c(c1)O[C@H](CN(C)S(=O)(=O)c1ccccc1)[C@H](C)CN([C@@H](C)CO)S2(=O)=O	27	4	-1	1	-11	-1	16[16.7 µM]	-14
CC1(C)Cc2ccccc2C2=NNC(=O)C2=N1	51	.	-5	15	-7	-6	0	8
CC(C(=O)O)c1cccc(C(=O)c2ccccc2)c1 (stereo unspecified)	-6	-7	0	2	-9	1	9	6
O=C(O)c1ccc(O)c2ncccc12	-33	-18	-2	-8	-10	.	0	-31
C[N+](C)(C)CCC(=O)N1C/C(=C/c2ccccc2)C(=O)/C(=C\c2ccccc2)C1	-30	.	.	-4	9	13	.	58*
Cc1cccc(OCc2nnc(SCC(=O)N3CCCCC3)o2)c1	5	10	-1	-4	7	7	11	-6
O=C(CNC(=O)c1ccc(Oc2ccccc2)cc1)OC1CCCCC1=O (stereo unspecified)	.	-5	1	1	.	.	-5	.

Reformatted: entries from further up.
| canonical_smiles | PAX8 reporter | PGC1a acetyl inh | Cneo AK release | CASP6 VEID inh | LGR2 inh | FN deposition inh | miR122 inh | EWS-Fli block |
| --- | --- | --- | --- | --- | --- | --- | --- | --- |
| C=CCn1c(N)c(C(=O)NCc2ccco2)sc1=S | . | -3 | 5 | . | 6 | 2 | 9 | . |
| CC(OC(=O)CCc1nc2ccccc2c(=O)[nH]1)C(=O)Nc1ccc2c(c1)OCO2 (stereo unspecified) | -3 | -4 | -3 | -1 | 3 | 5 | -11 | 1 |

(more compounds)
SMILES	PAX8 reporter	PGC1a acetyl inh	Cneo AK release	CASP6 VEID inh	LGR2 inh	FN deposition inh	miR122 inh	EWS-Fli block
O=C1OC[C@@H]2CCCN2C(=O)[C@@H](CC(=O)N(CCO)Cc2ccccc2)C/C=C\C[C@H]1Cc1ccc(F)cc1	14	3	0	-2	1	19	7	6
CCOC(=O)C1CCCN(C(=O)c2ccc3c(c2)CCO3)CC1 (stereo unspecified)	1	.	0	-1	7	-9	-2	-2
CN1CCN(S(=O)(=O)c2cccc(C(=O)NC3CCCc4ccccc43)c2)CC1 (stereo unspecified)	.	-27	0	.	-3	.	3	.
COc1ccc(NC(=O)N(C)C[C@@H]2Oc3ccc(NC(=O)Nc4ccc(C(F)(F)F)cc4)cc3CC(=O)N([C@H](C)CO)C[C@H]2C)cc1	13	-7	-48	1	10	.	-6[16.7 µM]	3
COc1cccc(NC(=O)COC(=O)CCn2c(C)csc2=O)c1	.	.	-1	-2	12	1	-2	-3
O=C(CC1CC1)Nc1ccc2c(c1)[C@@H]1C[C@@H](CC(=O)N3CCOCC3)O[C@@H](CO)[C@@H]1O2	1	-3	-6	.	4	-4	0[16.7 µM]	6
CCOCC(=O)Nc1ccccc1C(=O)N1CCOCC1	1	.	-2	2	.	5	.	1
O=C(NNC(=O)c1cc(Cl)ccc1O)c1ccc(NS(=O)(=O)c2cccs2)cc1	13	9	1	19	-4	3	14	5
COc1ccccc1CNC(=O)CSc1nnc2c(n1)[nH]c1ccc(F)cc12	0	.	14	2	8	2	.	6

Rows were taken by chance; about 2.5% have a hit in one of these screens.
